Compound activity deposited in PubChem by several laboratories.
RGS4 act: RGS4 potentiation or activation; HEK293 M3R/inducible RGS4, carbachol calcium flux Fluo4; stronger effect = lower value; B-score at 10 µM; 310,000 compounds, 0.92% hits;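 active means B-score of the integrated calcium signal more than 4 SD below the library mean, with starting fluorescence not abnormally high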;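 further: negative B-score means reduced calcium response which marks RGS4 activation or potentiation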
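test system = M3R-expressing HEK293 line, RGS4 induced by doxycycline | probe or stimulus = carbachol at ECmax as muscarinic agonist stimulus | timing = dye loading 30 min 37 °C, buffer rest 30 min RT | signal = calcium dye Fluo4 fluorescence | evaluation = B score from integrated fluorescence ratio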
PolyA inh: blocks polyadenylation in yeast reporter cells; S. cerevisiae SKY197-pL101 polyadenylation reporter, beta-gal luminescence; efflux-impaired pdr1/pdr3 knockout yeast; score 100 = 6 SD above DMSO; 300,000 compounds, 0.02% hits; calls only at 12 µM;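 active means lowest replicate activity score at least 50, where 100 means six control SD above control mean; inconclusive means lowest score under 50 but half or more replicates reach 50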;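 further: yeast exposed to compound for 9 h at 30 °C; higher score means more reporter readthrough which indicates perturbed polyadenylation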
KCNQ1 act: potentiates or activates the human KCNQ1 potassium channel; 310,000 compounds, 0.35% hits; P51787; B-score at 10 µM; CHO-K1 KCNQ1, thallium flux FluxOR fluorescence; stronger effect = higher value;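 active means fluorescence ratio B-score, a plate-corrected score, at least three library SD, with initial intensity B-score within 5 SD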
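assay system = KCNQ1-transfected CHO-K1 cells | medium = assay buffer with matched DMSO | probe or stimulus = depolarizing K+/Tl+ stimulus, K2SO4 and Tl2SO4 each 12.5 mM in 5x stock | dosing = single dose | incubation = dye 90 min, compound 20 min, room temperature | detection = kinetic FluxOR fluorescence, 10 s baseline plus 110 s post-stimulus | evaluation = ratio B score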
KCNK3 block: human KCNK3 channel inhibition, primary screen. O14649. CHO-KCNK3 thallium flux, FluxOR fluorescence; stronger effect = lower value. B-score at 10 µM. 340,000 compounds, 0.84% hits;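 active means B-score under library mean minus 4 SD, starting fluorescence ratio at most library mean plus 5 SD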;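 further: more negative B-score means stronger inhibition of thallium flux through KCNK3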
DYRK1A inh: inhibitors of rat Dyrk1A kinase; 310,000 compounds, 0.43% hits; inhibition, % at 12.5 µM; ADP-Glo luminescence, NFATc1 peptide; in the data active means inhibition above about 50%;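 further: plate controls were vehicle with enzyme for no effect and no enzyme for full effect; many of its hits are not listed in these tables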
GSK3A inh: human GSK-3 alpha kinase inhibition; P49840; ADP-Glo luminescence, 60 min; inhibition, % at 10 µM; 320,000 compounds, 0.1% hits;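 in the data active means inhibition above about 50%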;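 further: GST-tagged GSK-3 alpha with peptide substrate and 25 µM ATP; 0% = DMSO neutral wells and 100% = GW8510 positive control wells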
hERG rescue: shields human hERG channel from block by proarrhythmic agents; activation (rescue from dofetilide block), less the hit threshold, % at 10 µM; CHO-hERG, FluxOR thallium flux, dofetilide IC70 present; Q12809; 310,000 compounds, 0.51% hits; AID 1511;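 active means activation above the mean of controls blocked by dofetilide plus 5 SD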;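 further: thallium influx through hERG after potassium depolarization seen as dye fluorescence rise; in these data hits start at about 4.7%; inactives centre near -7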
Target sequence (Q12809 whole entry, looked up): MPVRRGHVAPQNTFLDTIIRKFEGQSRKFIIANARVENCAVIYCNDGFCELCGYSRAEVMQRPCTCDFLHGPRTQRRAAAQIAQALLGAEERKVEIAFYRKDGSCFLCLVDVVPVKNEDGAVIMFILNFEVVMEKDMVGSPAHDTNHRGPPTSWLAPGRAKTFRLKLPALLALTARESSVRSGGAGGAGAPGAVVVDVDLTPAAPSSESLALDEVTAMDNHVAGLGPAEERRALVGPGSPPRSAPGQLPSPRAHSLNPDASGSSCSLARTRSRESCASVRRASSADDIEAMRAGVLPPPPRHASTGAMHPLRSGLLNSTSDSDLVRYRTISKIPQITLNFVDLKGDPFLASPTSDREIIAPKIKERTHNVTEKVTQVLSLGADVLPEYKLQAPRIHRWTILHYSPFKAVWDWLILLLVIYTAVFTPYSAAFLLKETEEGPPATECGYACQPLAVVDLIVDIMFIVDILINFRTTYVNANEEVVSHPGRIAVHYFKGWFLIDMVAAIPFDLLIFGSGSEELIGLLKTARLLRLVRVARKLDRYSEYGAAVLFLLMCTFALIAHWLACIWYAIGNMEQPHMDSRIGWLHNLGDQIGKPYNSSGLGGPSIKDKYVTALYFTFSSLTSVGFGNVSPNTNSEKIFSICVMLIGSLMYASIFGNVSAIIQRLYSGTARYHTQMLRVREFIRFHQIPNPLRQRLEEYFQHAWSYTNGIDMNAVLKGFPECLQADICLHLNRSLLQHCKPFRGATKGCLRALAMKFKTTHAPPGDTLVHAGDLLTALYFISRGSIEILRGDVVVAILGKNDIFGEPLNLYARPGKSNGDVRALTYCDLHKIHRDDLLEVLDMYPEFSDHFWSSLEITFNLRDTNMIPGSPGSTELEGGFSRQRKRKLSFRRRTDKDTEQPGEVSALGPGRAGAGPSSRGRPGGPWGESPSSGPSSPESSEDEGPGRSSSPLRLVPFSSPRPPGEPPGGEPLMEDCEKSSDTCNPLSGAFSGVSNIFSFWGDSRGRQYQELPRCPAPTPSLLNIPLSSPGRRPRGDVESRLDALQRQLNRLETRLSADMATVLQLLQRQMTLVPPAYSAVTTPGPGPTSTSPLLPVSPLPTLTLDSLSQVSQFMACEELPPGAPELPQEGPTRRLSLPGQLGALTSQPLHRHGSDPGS
KCNQ1 inh: human KCNQ1 channel inhibition; P51787; CHO-K1 KCNQ1, FluxOR thallium flux fluorescence; stronger effect = higher value; B-score at 10 µM; 310,000 compounds, 1.3% hits; AID 2642;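 active means compounds whose thallium flux B-score, printed positive for inhibition, exceeds three library SD while starting fluorescence stays within three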;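 further: channel opened by potassium depolarization with thallium stimulus after 20 min compound exposure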
HDAC3 inh: inhibitors of human histone deacetylase 3; O15379; 320,000 compounds, 0.15% hits; inhibition, % at 8.3 µM; recombinant HDAC3, fluorogenic peptide/trypsin coupled, fluorescence; in the data active means inhibition above about 26%, passing the limit was not always enough; inconclusive means no clear call, values can overlap the other calls
KCNK9 block: blocks the human KCNK9 two-pore domain potassium channel; Q9NPC2; HEK293 KCNK9, FluxOR thallium flux fluorescence; stronger effect = lower value; B-score at 10 µM; 310,000 compounds, 1.2% hits;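 active means ratio B-score over 3 SD below the library mean, with starting fluorescence within 5 SD of its mean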;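 further: negative B-score means less thallium flux so channel inhibition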
GSK3beta inhib: human GSK3beta kinase inhibition | GST-GSK3beta kinase, ADP-Glo luminescence, 60 min; stronger effect = lower value | activity score (negative = inhibition), % at 10 µM | 300,000 compounds, 0.038% hits | AID 2097;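 active means more than half of replicate wells score below -50%, meaning over 50% inhibition versus plate controls; inconclusive means some replicates but at most half score below -50%; inactive means no replicate scores below -50%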;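 further: 0% = median DMSO wells and -100% = median GW8510 positive control wells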
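Test system: GST-fused GSK3beta enzyme, cell-free | Quantity: 1.6 ng GST-GSK3beta enzyme per well | Reagent: 25 µM ATP with peptide substrate | Schedule: 60 min enzyme reaction, room temperature | Signal: Luminescent ADP-Glo measurement of ADP formed | Read-out basis: Score relative to plate controls | Control set: DMSO and 20 µM GW8510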
* hit, by the source's call; i = inactive; u = inconclusive; x = not tested or not shown.

SMILES | RGS4 act | PolyA inh | KCNQ1 act | KCNK3 block | DYRK1A inh | GSK3A inh | hERG rescue | KCNQ1 inh | HDAC3 inh | KCNK9 block | GSK3beta inhib
CCc1cc2cc(C(=O)N3CCN(c4ccccc4)CC3)sc2s1 | i | i | i | i | -1.3 | -0.8 | -4.8 | i | -1.9 | i | -2.4
CSc1nc(-c2ccccc2)nc(NC(=O)C(C)C)c1C(C)=O | i | i | i | i | 4.9 | -1.6 | 3.1 | i | 2.8 | i | 0.2
Cc1cc(C(=O)CSc2nnc(-c3ccc(Cl)cc3)n2C)c(C)n1CC1CCCO1 (stereo unspecified) | i | i | i | i | -1.6 | -2.0 | -7.3 | i | -5.1 | i | -0.2
O=C(NC(=S)Nc1ccc(Br)cc1)C1CCCCC1 | i | i | i | i | -5.0 | -1.2 | -6.3 | i | -8.3 | i | -1.8
Cc1cccnc1NC(=O)Cn1nc(C)c([N+](=O)[O-])c1C | i | i | i | i | 0.2 | -1.8 | -9.1 | i | -4.9 | i | -0.5
O=C(NCCc1ccccn1)c1cccc(S(=O)(=O)N2CCc3ccccc32)c1 | i | i | i | i | -4.2 | 0.0 | 1.6 | i | 1.0 | i | 1.9
COc1ccccc1-n1c(-c2ccco2)n[nH]c1=S | i | i | i | i | -2.2 | -4.4 | -6.9 | i | 3.2 | i | -25.2
CCc1ccccc1N1C(=O)c2cccc3c(N4CCOCC4)c([N+](=O)[O-])cc(c23)C1=O | i | i | i | i | -14.7 | -1.8 | -12.2 | i | -6.4 | i | -10.6
Cc1ccc(Nc2nnc(SCC(=O)Nc3ccc(S(=O)(=O)N4CCOCC4)cc3)s2)cc1 | i | i | i | i | -0.3 | -2.6 | -6.5 | i | 5.3 | i | 0.9
COc1cc(C2C3C(=O)N(Cc4ccccc4)C(=O)C3ON2c2ccccc2)cc(OC)c1O (stereo unspecified) | i | i | i | i | -2.3 | 0.0 | -4.8 | i | 16.4 | i | 0.7
O=S(=O)(/N=S1/CC=CCN1S(=O)(=O)c1ccccc1)c1ccccc1 (stereo unspecified) | i | i | i | i | 6.6 | 1.6 | -3.7 | i | 12.4 | i | 0.2
Nc1nc2n(n1)C(c1ccco1)CC(c1ccc(F)cc1)N2 (stereo unspecified) | i | i | i | i | 12.0 | x | -5.5 | i | -0.4 | i | 1.7
N#Cc1cc2c(nc1SCc1ccncc1)CCC2 | i | i | i | i | 1.5 | -1.1 | 0.7 | i | 3.6 | i | -2.0
Cc1ccc(C)c(NC(=O)CN(C)C(=O)c2ccc3[nH]c4c(c3c2)CC(C)CC4)c1 (stereo unspecified) | i | i | i | i | 4.9 | 0.0 | -8.3 | i | 0.6 | i | x
O=C(O)c1cccc(-c2nnn(Cc3ccccc3Cl)n2)c1 | i | i | i | i | -0.3 | -1.5 | -6.0 | i | u | i | 3.4
COc1ccc(/C=C2\SC(=O)N(CCNC(=O)Cn3cnnn3)C2=O)cc1 | i | i | i | i | 1.0 | -2.0 | -3.1 | i | 13.4 | i | 3.5
O=C(c1ccccc1)N(Cc1nc2ccccc2c(=O)[nH]1)C1CCCC1 | i | i | i | i | -22.2 | -1.0 | -4.3 | i | 1.2 | i | -1.7
O=C(CSc1nc(C2CC2)nc2ccccc12)Nc1ccc2c(c1)OCCO2 | i | i | i | i | -2.4 | -2.0 | -22.0 | i | -7.0 | i | -3.4
CNC(=S)NC12CC3CC(CC(C3)C1)C2 | i | i | i | i | -7.0 | -0.5 | -11.6 | i | 2.2 | i | 0.6
Nc1nnnn1/N=C/c1cccc(O)c1 | i | i | i | i | 14.2 | 3.8 | -1.3 | i | 0.1 | i | 0.5
O=C(Nc1ccc(Br)cc1F)c1sccc1-n1cccc1 | i | i | i | i | x | -4.6 | -6.4 | i | -2.5 | i | -2.5
Nc1nc(N)c(N=Nc2ccc(Cl)cc2)c(=O)[nH]1 | i | i | i | i | 7.6 | -2.0 | -4.6 | i | 4.5 | i | 1.2
Cc1ccc(Cn2ncc3c(N4CCN(Cc5ccc(Cl)cc5)CC4)ncnc32)cc1 | i | i | i | i | -1.2 | 1.5 | -13.1 | i | 2.5 | i | -0.3
C=CCn1c(COc2ccc(OC)cc2)nnc1SCn1nnc2ccccc2c1=O | i | i | i | i | 1.4 | -1.4 | -4.3 | i | -1.6 | i | -2.8
Cc1cc(C(=O)Nc2ccc(Cl)cc2)c(C)n1-c1ccccc1 | i | i | i | i | x | 1.5 | -7.2 | 13* | 7.2 | i | -2.0

Another view of some results above.
compound: Cc1cc(C(=O)CSc2nnc(-c3ccc(Cl)cc3)n2C)c(C)n1CC1CCCO1 (stereo unspecified)
  RGS4 act: i | PolyA inh: i | KCNQ1 act: i | KCNK3 block: i | DYRK1A inh: -1.6 | GSK3A inh: -2.0 | hERG rescue: -7.3 | KCNQ1 inh: i | HDAC3 inh: -5.1 | KCNK9 block: i | GSK3beta inhib: -0.2
compound: O=C(NC(=S)Nc1ccc(Br)cc1)C1CCCCC1
  RGS4 act: i | PolyA inh: i | KCNQ1 act: i | KCNK3 block: i | DYRK1A inh: -5.0 | GSK3A inh: -1.2 | hERG rescue: -6.3 | KCNQ1 inh: i | HDAC3 inh: -8.3 | KCNK9 block: i | GSK3beta inhib: -1.8

More records follow:
SMILES | RGS4 act | PolyA inh | KCNQ1 act | KCNK3 block | DYRK1A inh | GSK3A inh | hERG rescue | KCNQ1 inh | HDAC3 inh | KCNK9 block | GSK3beta inhib
CCCCOc1ccc(/C=C/C(=O)NC2=Nc3ccccc3NC(C)=C2C(=O)OCC)cc1OC | i | i | i | i | -0.3 | -2.1 | -11.3 | i | 0.0 | i | 2.0
COc1ccc(OC)c(S(=O)(=O)Nc2ccc(-c3ccc4nnc(C)n4n3)cc2)c1 | i | i | i | i | 2.6 | 0.0 | -16.3 | i | -2.0 | i | 1.5
Cc1noc(C)c1CSCC(=O)N(C)CC(=O)Nc1ccc(Cl)c(C(F)(F)F)c1 | i | i | i | i | 4.7 | -1.2 | -14.7 | i | -0.1 | -10.3* | 1.3
O=C(O)/C=C/c1cccc(NC(=O)c2ccccc2)c1 | i | i | i | i | -2.7 | 2.8 | -10.8 | i | 0.8 | i | -1.1
Cc1sc(-c2ccncc2)nc1OC(=O)c1ccc(Cl)cc1 | i | i | i | i | 6.1 | 0.0 | -9.8 | i | -0.3 | i | -4.3
CSc1nsc(SCC(=O)Nc2ccc(Cl)c(C(=O)O)c2)n1 | i | i | i | i | 3.2 | 0.1 | -2.7 | i | -1.0 | i | 0.3
Cc1ccccc1C(=O)NC1CCN(Cc2nnnn2C2CCCC2)CC1 | i | i | i | i | -8.8 | -3.0 | -10.9 | i | -0.5 | i | 0.6
CCNc1nc(NCC)n2c(SCC(=O)NC34CC5CC(CC(C5)C3)C4)nnc2n1 | i | i | i | i | -0.2 | -1.0 | -3.2 | i | 3.3 | i | -0.9
Cc1cnc(C)c(N2CCN(C(=O)C3CCC(=O)N(CCc4cccc(F)c4)C3)CC2)n1 (stereo unspecified) | i | i | i | i | 1.1 | -3.2 | -5.2 | i | 6.9 | i | -2.6
COCCCN1CN(Cc2ccccc2)CNC1=S | i | i | i | i | x | -0.8 | -10.1 | i | 7.1 | i | 6.1
CCN1CCN(C(c2cc3cccc(C)c3[nH]c2=O)c2nnnn2Cc2ccccc2)CC1 (stereo unspecified) | i | i | i | i | 5.8 | -2.9 | -16.0 | i | -7.2 | i | -4.3
CN(C)c1nc(N)c([N+](=O)[O-])c(N2CCCCCC2)n1 | i | i | i | i | 9.7 | 0.9 | -3.1 | i | 6.8 | i | -3.1
c1ccc(N2CCN(CC3CCCCC3)CC2)cc1 | i | i | i | i | 8.6 | 0.5 | -8.4 | i | 2.6 | i | -1.0
CCn1ccnc1CNC(=O)CC1C(=O)NCCN1Cc1ccc(OC)cc1OC (stereo unspecified) | i | i | i | i | -1.5 | -2.1 | -13.2 | i | 0.9 | i | 1.1
C/C(CC(=O)Nc1ccc2c(c1)OCCO2)=N\NC(=O)COc1ccc(C)cc1 | i | i | i | i | -1.6 | 19.3 | -8.2 | i | 12.9 | i | x
COc1ccc(-c2cc(C(=O)Nc3cc(C)on3)c3ccccc3n2)c(OC)c1 | i | i | i | i | -1.2 | -1.7 | -10.6 | i | x | i | 0.6
COc1cc2c(C(=O)N3CCN(c4ccccc4C)CC3)c(C)oc2cc1Br | i | i | i | i | -1.9 | -1.1 | -8.7 | i | 0.7 | i | 2.0
CCn1c(SCc2ccc(C)cc2)nnc1C1CCN(S(=O)(=O)c2ccc(OC)cc2)CC1 | i | i | i | i | -2.6 | 1.0 | -11.6 | i | 2.1 | i | 1.6
O=C(NCCc1ccccc1)C1CCCN1C(=O)Nc1ccc(F)cc1 (stereo unspecified) | i | i | i | i | -3.8 | -2.3 | -16.7 | i | 1.2 | i | -2.5
COc1cccc(-c2nn(C)c3sc(C(=O)NCc4ccco4)cc23)c1 | i | i | i | i | 14.4 | 2.1 | -7.8 | i | 5.3 | i | -6.3
O=C(CCCn1c(=S)[nH]c2ccsc2c1=O)NCc1ccco1 | i | i | i | i | -13.0 | 1.6 | -6.2 | i | 9.6 | i | -0.7
CCCCNC(=O)c1c(C)cc(=O)oc1C | i | i | i | i | -10.4 | -41.6 | -5.8 | i | 4.3 | i | 0.2
CN=C(Nc1ccc(C(=O)OC)s1)c1ccccc1 | i | i | i | i | x | 0.1 | -0.7 | i | 7.5 | i | -4.0
COC(=O)Cc1c(C(=O)OC)nnn1-c1cccc(C(F)(F)F)c1 | i | i | i | i | 5.1 | 2.0 | 0.6 | i | 3.3 | i | -1.9
COc1cccc(NC(=O)c2ccccc2C(F)(F)F)c1 | i | i | i | i | 13.3 | -2.9 | -10.4 | i | -1.2 | i | 1.2
O=C(Cc1cccs1)Nc1ccon1 | i | i | i | i | 4.0 | -1.6 | -8.1 | i | 1.9 | i | 3.3
CCOc1cc(/C=N/NC(=O)C(=O)NCc2ccc3c(c2)OCO3)ccc1OCC(=O)N1CCOCC1 | i | i | i | i | 4.4 | -3.0 | -7.2 | i | -7.0 | i | 3.4

Some of the compounds tested, so the mix of outcomes need not match the whole.
